Screening results: PubChem, several laboratories
GSK3A inh: blocks human GSK-3 alpha kinase; P49840; ADP-Glo luminescence, 60 min; inhibition, % at 10 µM; 320,000 tested, 0.1% active; AID 2650;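 in the data active means inhibition above about 50%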;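 further: GST-tagged GSK-3 alpha with peptide substrate and 25 µM ATP; 0% = DMSO neutral wells and 100% = GW8510 positive control wells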
HDAC3 inhib: blocks human histone deacetylase 3. O15379. recombinant HDAC3, fluorogenic peptide/trypsin coupled, fluorescence. inhibition, % at 8.3 µM. 320,000 tested, 0.15% active. AID 2718; in the data active means inhibition above about 26%, passing the limit was not always enough
Target sequence (O15379 whole entry, looked up): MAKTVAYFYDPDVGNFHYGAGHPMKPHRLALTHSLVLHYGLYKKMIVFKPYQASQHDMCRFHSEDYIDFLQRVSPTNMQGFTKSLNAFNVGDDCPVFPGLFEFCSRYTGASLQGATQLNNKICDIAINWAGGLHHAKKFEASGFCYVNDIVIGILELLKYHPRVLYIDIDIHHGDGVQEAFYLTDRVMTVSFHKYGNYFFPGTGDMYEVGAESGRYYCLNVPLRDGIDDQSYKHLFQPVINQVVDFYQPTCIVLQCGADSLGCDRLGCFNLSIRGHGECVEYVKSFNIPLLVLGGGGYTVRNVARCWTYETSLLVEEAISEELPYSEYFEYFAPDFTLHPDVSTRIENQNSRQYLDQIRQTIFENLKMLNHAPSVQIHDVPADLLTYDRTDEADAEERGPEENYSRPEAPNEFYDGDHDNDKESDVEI
HSF-1 act: increases HSF-1 driven luciferase reporter signal | NIH3T3-HGL HSF-1 luciferase reporter, MG132, 8 h; 100% = twice DMSO control signal | activation, % at 9 µM | 300,000 tested, 1.7% active;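 active means mean replicate activation of at least 50% with a set share of replicates each reaching 50%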;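 further: 0% = median of the neutral control wells and 100% = twice that signal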
Dyrk1A ADPGlo: Dyrk1A (rat) kinase inhibition; AID 504441; 310,000 tested, 0.43% active; ADP-Glo luminescence, NFATc1 peptide; Q63470; inhibition, % at 12.5 µM; in the data active means inhibition above about 50%;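 further: plate controls were vehicle with enzyme for no effect and no enzyme for full effect; many of its hits are not listed in these tables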
PolyA inh: blocks polyadenylation in yeast reporter cells | calls only at 12 µM | AID 1875 | S. cerevisiae SKY197-pL101 polyadenylation reporter, beta-gal luminescence; efflux-impaired pdr1/pdr3 knockout yeast; score 100 = 6 SD above DMSO | 300,000 tested, 0.02% active;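 active means lowest replicate activity score at least 50, where 100 means six control SD above control mean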;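 further: yeast exposed to compound for 9 h at 30 °C; higher score means more reporter readthrough which indicates perturbed polyadenylation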
AI-2 QS modul: modulators of Vibrio harveyi AI-2 quorum sensing system | Vibrio harveyi JMH597 AI-2 luminescence/OD600 ratio, 9 h; hits give low values; strain lacks LuxN and CqsS sensors; 0 = neutral-control median | activity change, % at 7.5 µM | 300,000 tested, 0.4% active; in the data active means activity change below about -75%, passing the limit was not always enough;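 further: luminescence divided by OD600 gain over 9 h not by final OD600 alone; inactives centre near 13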
GSK3B inh: blocks human GSK3beta kinase activity. P49841. GST-GSK3beta kinase, ADP-Glo luminescence, 60 min; hits give low values. activity score (negative = inhibition), % at 10 µM. 300,000 tested, 0.038% active;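 active means more than half of replicate wells score below -50%, meaning over 50% inhibition versus plate controls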;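 further: 0% = median DMSO wells and -100% = median GW8510 positive control wells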
Target sequence (P49841 whole entry, looked up): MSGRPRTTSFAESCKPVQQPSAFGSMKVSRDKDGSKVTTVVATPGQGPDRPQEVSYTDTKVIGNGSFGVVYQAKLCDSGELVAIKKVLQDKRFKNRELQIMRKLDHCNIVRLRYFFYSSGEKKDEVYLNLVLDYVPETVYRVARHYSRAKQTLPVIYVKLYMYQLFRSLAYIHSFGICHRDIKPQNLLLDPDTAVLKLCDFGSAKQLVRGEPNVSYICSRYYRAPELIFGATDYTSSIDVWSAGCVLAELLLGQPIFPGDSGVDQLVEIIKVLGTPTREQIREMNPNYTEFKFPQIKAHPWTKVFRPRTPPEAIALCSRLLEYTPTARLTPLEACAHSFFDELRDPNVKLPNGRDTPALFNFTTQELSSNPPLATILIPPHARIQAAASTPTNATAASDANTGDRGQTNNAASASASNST
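Test system – GST-tagged human GSK3beta kinase, cell-free · Incubation – 60 min enzyme reaction, room temperature · Signal – ADP-Glo luminescence · Also added – peptide substrate and ATP at 25 µM · Controls – DMSO neutral wells and GW8510 at 20 µM as positive · Buffer or medium – Tris/MgCl2 kinase buffer · Measure – Luminescence-derived activity versus plate DMSO and GW8510 wells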
Platelet DG rel: modulates dense granule release in human platelets; 300,000 tested, 0.22% active; inhibition, %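 (compounds screened at 7.5 µM in platelet-rich plasma)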; AID 1663; human platelet-rich plasma, SFLLRN dense granule ATP release, luminescence;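 active means mean replicate score, as percent of positive control, at or above 50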
HSF1 inh: HSF1 inhibition; NIH3T3-HGL HSE-luciferase, MG132-induced, luminescence 8 h; hits give low values; activity change, negative = inhibition, % at 7.5 µM (by protocol); 300,000 tested, 0.77% active; AID 2098;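 active means more than half of replicate wells show activity change below -50%, luminescence cut by over half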;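 further: luciferase reports HSF-1 transcriptional activity via heat shock element; 0% = median of DMSO wells and -100% = zero luminescence signal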
HSP90 refold inh: HSP90 refolding inhibition in rabbit reticulocyte lysate. inhibition, % at 5.6 µM. luciferase refolding luminescence, 3 h. 290,000 tested, 0.91% active;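 active means inhibition above the screen-wide mean plus 3 SD, computed separately per campaign, cut at about 16% in these data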;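 further: 0% = DMSO wells and 100% = 60 µM geldanamycin wells; inhibitors lower the luminescence because luciferase stays unfolded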
* marks the source's active call; other numbers are inactive results; i = inactive; . = not tested or not shown. An excerpt; rates above refer to the full screens.

SMILES	GSK3A inh	HDAC3 inhib	HSF-1 act	Dyrk1A ADPGlo	PolyA inh	AI-2 QS modul	GSK3B inh	Platelet DG rel	HSF1 inh	HSP90 refold inh
C=CCn1c(SCC(N)=O)nc2nc3c(cc2c1=O)COC(C)(C)C3	0	-3	-1	0	i	39	-2	-2	-6	1
CC(Cc1c[nH]c2ccccc12)C(=O)NCc1ccco1 (centres undefined)	0	-4	7	3	i	20	2	-9	-2	-6
COC(=O)c1cc(=O)n2c(-c3ccc(OC)cc3)csc2n1	0	3	19	13	i	1	-3	-1	-7	-4
Cn1c(SCC(=O)NCc2cccs2)nnc1-c1ccc(S(=O)(=O)N2CCCC2)cc1	.	.	-1	-1	i	5	-1	1	-1	-1
Cn1nnnc1SCCNC(=O)C1CCC(=O)N(CCc2ccccc2)C1 (centres undefined)	-1	-1	23	-4	i	6	2	5	-1	-9
CSc1cccc(NC(=O)c2[nH]c(C)c(C(C)=O)c2C)c1	0	4	29	0	i	25	5	-1	17	-1
Cc1ccccc1NC(=O)c1cnn(-c2ccccc2)c1NC(=O)c1ccco1	5	3	-12	-20	i	14	2	0	-12	-2
CN(C)c1ccc(/C=N/N2C(=S)SC(C)(C)C2N(O)C(=O)Nc2ccc([N+](=O)[O-])cc2)cc1 (centres undefined)	-2	23	-12	3	i	23	2	-7	2	0
CC(CCc1ccccc1)NCc1ccncc1 (centres undefined)	2	-7	3	3	i	-4	18	-4	2	2
Cc1ccc(S(=O)(=O)[N-]c2nc3ccccc3nc2-[n+]2cc(C)cc(C)c2)cc1	1	-1	16	-3	i	12	-1	-5	3	-3
Cn1nccc1C(=O)Nc1nnc(C2CC2)s1	-4	6	3	-5	i	0	-4	-17	-3	0
CC(=O)c1ccc(N2CCN(c3ccc(S(=O)(=O)N4CCN(C)CC4)cn3)CC2)cc1	-4	1	4	6	i	34	1	4	1	1

Part of the list above in order of length of the SMILES, ascending:
SMILES	GSK3A inh	HDAC3 inhib	HSF-1 act	Dyrk1A ADPGlo	PolyA inh	AI-2 QS modul	GSK3B inh	Platelet DG rel	HSF1 inh	HSP90 refold inh
CSc1cccc(NC(=O)c2[nH]c(C)c(C(C)=O)c2C)c1	0	4	29	0	i	25	5	-1	17	-1
Cn1nnnc1SCCNC(=O)C1CCC(=O)N(CCc2ccccc2)C1 (centres undefined)	-1	-1	23	-4	i	6	2	5	-1	-9
Cc1ccc(S(=O)(=O)[N-]c2nc3ccccc3nc2-[n+]2cc(C)cc(C)c2)cc1	1	-1	16	-3	i	12	-1	-5	3	-3

Results in GSK3B inh and PolyA inh (three entries from above):
compound | GSK3B inh | PolyA inh
Cn1nnnc1SCCNC(=O)C1CCC(=O)N(CCc2ccccc2)C1 (centres undefined) | 2 | i
CSc1cccc(NC(=O)c2[nH]c(C)c(C(C)=O)c2C)c1 | 5 | i
Cc1ccccc1NC(=O)c1cnn(-c2ccccc2)c1NC(=O)c1ccco1 | 2 | i

(more compounds)
SMILES	GSK3A inh	HDAC3 inhib	HSF-1 act	Dyrk1A ADPGlo	PolyA inh	AI-2 QS modul	GSK3B inh	Platelet DG rel	HSF1 inh	HSP90 refold inh
Cc1cc(C)cc(CSCC(=O)N/N=C/c2ccc(OCC(=O)NCc3ccco3)cc2)c1	-2	3	.	-11	i	19	-4	3	.	1
N#CCSc1ncnc2sc3c(c12)CCC3	3	-2	5	2	i	16	1	10	-1	-1
COC(=O)c1sc(NC(=O)COc2cccc(C)c2)nc1C	0	-3	28	1	i	5	-2	-13	12	-1
O=C(CNC(=O)/C(=C/c1ccccc1)NC(=O)c1ccc(Br)cc1)OCc1ccccc1	-1	4	20	-5	i	39	1	0	11	5
Cc1cc(-c2ccc(C)c(S(=O)(=O)N3CCN(c4ccc(F)cc4)CC3)c2)on1	-1	4	-26	5	i	10	.	-1	-13	5
COc1cc(-c2nc3n(n2)C(c2ccncc2)C2=C(CCCC2=O)N3)cc(OC)c1OC (centres undefined)	-3	2	8	5	i	25	-1	9	-6	-1
Cc1cc(C(=O)COc2cccc(-n3cnnn3)c2)c(C)n1-c1ccccc1	2	-2	23	-7	i	15	0	-1	-4	2
CC(=O)CCc1oc2ccc(C)cc2c1-c1ccccc1	-1	-5	-6	2	i	-6	2	15	-1	9
Cc1cc(C)cc(OCCCOc2cccc3cccnc23)c1	2	3	5	0	i	14	1	-6	4	1
Cc1cccc(C)c1-n1c(C)cc(/C=N\Nc2ccc([N+](=O)[O-])cn2)c1C	0	-9	14	-1	i	24	2	4	17	9
Cc1cccc(NC(=O)c2sc(NC(=O)c3ccco3)c(C#N)c2C)c1C	-4	-1	7	-3	i	41	-1	-8	-6	-1
Cn1c(N2CCN(S(=O)(=O)c3ccc(F)cc3)CC2)nc2ccccc21	-2	7	6	0	i	-6	3	-2	3	1
COC(=O)[C@H](C)[C@@H]1C[C@@]1(C)[C@@H](NC(=O)OCc1ccccc1)c1ccccc1	0	5	4	-2	i	3	-1	7	-5	1
CCCCOc1c(C(=O)Nc2ccccc2)nnn1-c1ccccc1	-1	2	-10	-4	i	30	1	-7	0	-2
CS(=O)(=O)N(CC(=O)NCC1CCCO1)Cc1ccc(Cl)cc1 (centres undefined)	0	4	-23	2	i	33	1	6	-1	-1
Cc1cc(C)n(-c2ccc(S(=O)(=O)N3CCOCC3)cc2[N+](=O)[O-])n1	-1	.	-15	.	i	7	-6	6	1	-1
Cc1ccc2nc(-c3ccc(NC(=S)NC(=O)C(C)C)cc3)sc2c1	-1	-12	-3	0	i	7	-3	8	-4	0
Cc1oc(-c2ccc(Cl)cc2)cc1C(=O)/C(C#N)=C/Nc1cccc(OC(F)(F)F)c1	-2	2	0	-5	i	8	6	6	-5	0
Cc1ccccc1-c1ccc(C=Nc2c(C)n(C)n(-c3ccccc3)c2=O)o1	0	4	33	1	i	-1	5	-2	-2	-5
COc1cc(C(=O)N2CCC(C(=O)Nc3cccc(C(C)=O)c3)CC2)cc(OC)c1OC	-4	3	-1	6	i	28	1	2	1	5
C=CCn1cnc2scc(-c3ccc(C)c(C)c3)c2c1=O	0	4	0	0	i	12	2	2	-5	0
Cc1ccccc1CC1(CO)CCCN(C(=O)CCC(F)(F)F)C1 (centres undefined)	-2	2	37	-2	i	3	1	-1	7	2
O=C(/C=C/c1cccs1)c1ccc([N+](=O)[O-])cc1	0	6	-25	7	i	10	-4	1	-3	3
COC(=O)c1ccccc1-c1ccc(C=O)o1	-1	15	-7	-6	i	19	2	-1	-5	-3

5 of the compounds above, as a markdown table:
| SMILES | GSK3A inh | HDAC3 inhib | HSF-1 act | Dyrk1A ADPGlo | PolyA inh | AI-2 QS modul | GSK3B inh | Platelet DG rel | HSF1 inh | HSP90 refold inh |
| --- | --- | --- | --- | --- | --- | --- | --- | --- | --- | --- |
| Cc1ccc2nc(-c3ccc(NC(=S)NC(=O)C(C)C)cc3)sc2c1 | -1 | -12 | -3 | 0 | i | 7 | -3 | 8 | -4 | 0 |
| CCCCOc1c(C(=O)Nc2ccccc2)nnn1-c1ccccc1 | -1 | 2 | -10 | -4 | i | 30 | 1 | -7 | 0 | -2 |
| Cc1ccccc1CC1(CO)CCCN(C(=O)CCC(F)(F)F)C1 (centres undefined) | -2 | 2 | 37 | -2 | i | 3 | 1 | -1 | 7 | 2 |
| COc1cc(C(=O)N2CCC(C(=O)Nc3cccc(C(C)=O)c3)CC2)cc(OC)c1OC | -4 | 3 | -1 | 6 | i | 28 | 1 | 2 | 1 | 5 |
| COC(=O)[C@H](C)[C@@H]1C[C@@]1(C)[C@@H](NC(=O)OCc1ccccc1)c1ccccc1 | 0 | 5 | 4 | -2 | i | 3 | -1 | 7 | -5 | 1 |

Additional structures:
SMILES	GSK3A inh	HDAC3 inhib	HSF-1 act	Dyrk1A ADPGlo	PolyA inh	AI-2 QS modul	GSK3B inh	Platelet DG rel	HSF1 inh	HSP90 refold inh
Cc1cc(C)c(C)c(S(=O)(=O)NCc2cccnc2)c1C	-1	-2	-4	-1	i	56	4	-11	0	0
C=CCc1cccc(/C=N/NC(=O)c2ccc3nc[nH]c3c2)c1O	0	12	2	-6	i	-19	-2	-3	-1	-11
C=CCOC(=O)C1=C[C@@H](c2ccc(C(F)(F)F)cc2)C[C@@H](OCc2ccc(CO)cc2)O1	-3	6	18	2	i	2	-1	3	2	.
CCC(c1nnnn1CCc1ccccc1)N1CCN(C(=O)c2ccco2)CC1 (centres undefined)	-1	-9	2	9	i	7	2	-1	-3	-1
O=C(NC(=S)Nc1sc2c(c1C(=O)O)CCCC2)c1ccccc1	-3	-5	-18	9	i	.	.	1	-22	4
CCN(CC(=O)Nc1c(F)cccc1F)C(=O)C1CCN(S(=O)(=O)c2ccc(C)c(C)c2)CC1	1	3	2	-11	i	16	-3	-1	2	.
CSc1nnnn1-c1c(C)cc(C)cc1C	-1	-2	12	-3	i	15	3	7	4	2
Cc1ccc(N(CC(=O)NC(C)(C)C)C(=O)CS(=O)CC(=O)Nc2ccc3c(c2)OCO3)cc1 (centres undefined)	-2	-7	-5	-3	i	37	-4	-1	-1	2
COc1ccc(-n2cc(C#N)c(=O)n(Cc3ccc(F)cc3)c2=O)cc1	-1	-3	2	-3	i	7	0	0	2	0
CCNCc1ccccc1OCc1ccccc1	0	4	-12	-2	i	-5	-6	-3	0	-2
CCN(C(=O)COC(=O)/C=C/c1cnc2ccccc2n1)c1ccccc1	-5	-2	.	-2	i	16	1	-6	.	-3
COc1cc(/C=C2\C(=N)N3N=C(S(C)(=O)=O)SC3=NC2=O)cc(OC)c1OCCOc1ccccc1C	-5	10	15	-4	i	13	1	3	8	-4
CN1CCC(N(C)C(=O)COc2ccccc2-c2ccccc2)CC1	3	-4	-1	3	i	5	1	-2	-4	4
CCc1ccc[n+](-c2nc([O-])sc2C=O)c1	-1	0	14	3	i	16	1	-11	1	-1
CC(=O)c1sc2nc(CSc3nnnn3-c3ccccc3)[nH]c(=O)c2c1C	-1	-3	7	10	i	45	-5	-1	10	6
COc1ccc(NC(=O)CSc2nncc3ccccc23)cc1	-3	-1	38	-2	i	-1	4	-11	8	-6
CC1(c2ccccc2)NC(=O)N(N)C1=O (centres undefined)	-2	-3	3	-5	i	5	-1	-1	2	1
OCCN1CCN(CC(O)COCC2COc3ccccc3O2)CC1 (centres undefined)	-1	-4	8	2	i	24	2	6	-3	-1
CCCC12CN3CC(C)(CN(C1)C3c1ccc(OC(C)C)cc1)C2=O (centres undefined)	-1	-3	35	-5	i	2	6	3	7	3
CC(Oc1ccc(F)cc1)C(=O)N(Cc1ccccc1)c1c(N)n(Cc2ccccc2)c(=O)[nH]c1=O (centres undefined)	0	-1	1	-5	i	7	0	1	-2	.
O=C1c2oc3ccc(Br)cc3c(=O)c2C(c2cccc(F)c2)N1CCO (centres undefined)	-1	3	9	4	i	29	4	-2	5	0
